From PubChem BioAssay
AMA1 RON2 block: qHTS for Inhibitors of AMA1-RON; Towards Development of Antimalarial Drug Lead: Primary Screen | Plasmodium falciparum AMA1 (3D7) - RON2 peptide interaction | AlphaScreen AMA1-biotinylated RON2 peptide binding | Potency, µM (series often up to 58.2 µM), for the others: top-dose activity change, negative = inhibition, most hits filed as inhibitors | 0.2% of 360,000 active | AID 720542, 2013;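 further: potency means the concentration at half of the fitted maximal effect; 0% = vehicle wells and -100% = peptide control; nearly all actives have a fitted effect of over 45% in size; some results filed as inactive show a strong effect at the top dose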
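AMA1 (3D7) with his tag at 25 nM final met compounds first, then biotinylated RON2 peptide at 25 nM; detection used donor plus acceptor beads, 10 µg/mL apiece, read by AlphaScreen after 30 min at room temperature.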
HCMV antiviral: qHTS Assay for inhibitors of the human cytomegalovirus (HCMV). 4.5% of 410,000 active. HFF cells, HCMV-luciferase reporter, 72 h; hits give low values. activity change, negative = inhibition, % at 57.5 µM; in the data active means activity change below about -60%; inconclusive means no clear call, values can overlap the other calls; inactive means above about -39%
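Two compound doses tested in HFFs infected with HCMV-luciferase, MOI 1 PFU/cell, 72 h at 37C. Lysate luminescence read with OneGlo; data normalized against buffer-only and 10uM Salinomycin inhibitor controls.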
HCV inhibitor: qHTS Assay for Inhibitors of Hepatitis C Virus (HCV) | Huh7.5.1 HCVcc-Cre infection, luciferase reporter, 44 h | Potency, µM (doses to about 41.8 µM), without a hit: at the top dose activity change, negative = inhibition, most hits filed as inhibitors | 3.4% of 340,000 active; further: potency means the concentration at half of the fitted maximal effect
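After 44 h co-culture of compound, cells and HCVcc-Cre (~0.5 moi), substrate is added for 15 min at room temperature and luciferase measured over 15 sec. Cells were seeded at 1,000/well and pre-cultured 4 h.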
LmPK inhibitor: qHTS Assay for Inhibitors of Leishmania Mexicana Pyruvate Kinase (LmPK) | Q27686 | purified LmPK, Kinase-Glo ATP luminescence, 1 h | Potency, µM (highest dose often 57.5 µM), inactives show at the highest dose activity change, negative = inhibition, usual class: inhibitors | 0.37% of 290,000 active; further: potency means the concentration at half of the fitted maximal effect
Target sequence (Q27686 whole entry, looked up): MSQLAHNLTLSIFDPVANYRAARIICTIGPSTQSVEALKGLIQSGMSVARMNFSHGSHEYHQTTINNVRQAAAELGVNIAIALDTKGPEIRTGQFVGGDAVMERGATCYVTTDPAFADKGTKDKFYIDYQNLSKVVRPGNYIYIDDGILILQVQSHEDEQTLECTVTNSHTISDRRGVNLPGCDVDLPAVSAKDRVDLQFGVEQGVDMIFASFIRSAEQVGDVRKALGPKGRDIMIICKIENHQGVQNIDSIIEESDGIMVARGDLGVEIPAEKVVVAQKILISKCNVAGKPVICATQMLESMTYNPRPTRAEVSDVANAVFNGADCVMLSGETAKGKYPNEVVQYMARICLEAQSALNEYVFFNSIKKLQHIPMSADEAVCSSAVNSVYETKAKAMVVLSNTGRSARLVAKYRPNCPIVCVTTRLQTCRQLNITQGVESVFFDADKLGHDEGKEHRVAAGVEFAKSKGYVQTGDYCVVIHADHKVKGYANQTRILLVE
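In 50 mM imidazole pH 7.2 with 7 mM MgCl2, LmPK (0.1 nM) turned over PEP (0.5 mM) and ADP (0.1 mM) for 1 h at room temperature. Luciferase read-out of ATP.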
AmpC inh detg: qHTS Inhibitors of AmpC Beta-Lactamase (assay with detergent) | P00811 | 0.041% of 370,000 active | Potency, µM (highest dose often 114 µM), for the others: top-dose activity change, negative = inhibition, most hits filed as inhibitors | AmpC hydrolysis of nitrocefin, absorbance 480 nm, 0.01% Triton;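 further: potency means the concentration at half of the fitted maximal effect; 0% = no-compound wells and -100% = no-enzyme wells; nearly all actives have a fitted effect of over 25% in size; some results filed as inactive show a strong effect at the top dose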
Target sequence (P00811 whole entry, looked up): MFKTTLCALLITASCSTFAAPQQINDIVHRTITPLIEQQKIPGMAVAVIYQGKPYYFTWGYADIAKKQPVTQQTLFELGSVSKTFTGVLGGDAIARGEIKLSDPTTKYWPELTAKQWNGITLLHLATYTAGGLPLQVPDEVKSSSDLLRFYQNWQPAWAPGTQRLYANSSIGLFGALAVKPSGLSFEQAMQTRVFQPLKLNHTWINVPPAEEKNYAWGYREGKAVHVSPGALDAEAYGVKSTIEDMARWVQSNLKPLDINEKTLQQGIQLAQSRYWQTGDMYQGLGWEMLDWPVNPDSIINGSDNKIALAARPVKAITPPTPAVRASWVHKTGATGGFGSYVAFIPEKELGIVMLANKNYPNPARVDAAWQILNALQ
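20 mM phosphate pH 7.0 + 0.01% (detergent screen) or 0.0001% Triton X-100; 5.3 nM AmpC reagent; cpd preinc 15 min RT; nitrocefin (800 uM stock) to start; A480 q20 s × 4 min; Activity was normalised to no-enzyme and no-compound control wells.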
AmpC inh no detg: qHTS Inhibitors of AmpC Beta-Lactamase (assay without detergent). P00811. AmpC nitrocefin hydrolysis, absorbance 480 nm, 0.0001% Triton. Potency, µM (highest dose often 57.1 µM), without a hit: at the top dose activity change, negative = inhibition, hits mostly inhibitors. 0.52% of 330,000 active. AID 485341, 2010;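 further: potency means the concentration at half of the fitted maximal effect; plate controls were no compound for no effect and no enzyme for full effect; nearly all actives have a fitted effect of over 20% in size; some results filed as inactive show a strong effect at the top dose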
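AmpC (5.3 nM in the dispensed reagent) in 20 mM phosphate pH 7.0 with 0.01% (detergent screen) or 0.0001% Triton X-100 was preincubated with compounds for 15 min at room temperature. Nitrocefin was then added from an 800 uM solution, and hydrolysis was followed at 480 nm.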
TbPYK inhibitor: qHTS of Trypanosoma Brucei Inhibitors; pyruvate kinase (Trypanosoma brucei), Q57TT1; TbPYK enzyme, Kinase-Glo Plus ATP luminescence, 45 min; 0.12% of 410,000 active; Potency, µM (doses to about 76.8 µM), inactives show at the highest dose activity, negative = inhibition, most hits filed as inhibitors; further: potency means the concentration at half of the fitted maximal effect; nearly all actives have a fitted effect of over 50% in size
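Assay buffer: 50 mM TEA pH 7.2, 100 mM KCl, 10 mM MgCl2, 0.05% BSA, 0.01% Tween-20. Pyruvate kinase from T. brucei plus substrate met compound, then ADP (130 uM final). Luminescence was read post 45 min RT.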
Active calls of the source: *; ? = inconclusive; . = no result given; & = joins results of further samples; [ ] = dose if it differs, or a comment. Unless noted, the call rests on the fitted dose curve; in most records, active means well fitted curve in the direction sought with a large enough effect; inconclusive means small, poorly fitted or top-dose-only effect, or another doubt; inactive means no such curve, though single readings can be large; an effect the other way counts as inactive or inconclusive. Unless noted, on the % scale 0 is the no-effect control and ±100 the full control effect.

SMILES	AMA1 RON2 block	HCMV antiviral	HCV inhibitor	LmPK inhibitor	AmpC inh detg	AmpC inh no detg	TbPYK inhibitor
CN(C)C/C=C/C(=O)Nc1cccc(-c2c[nH]c3ncnc(Oc4ccc(NC(=O)CC(=O)Nc5ccc(F)cc5)cc4F)c23)c1	-27%	.	-26%	.	.	44%	1%
COc1cc(S(=O)(=O)NCCCN2CCOCC2)ccc1Cl	15%	-38	5%	0%	-1%	-2%	-7%
COc1cc2nc(NCc3ccccc3Cl)n3nc(-c4cccnc4)nc3c2cc1OC	.	-24	.	.	-2%	.	-7%
CCOc1ccc(CCNC(=O)c2ccc3[nH]c(C)c(C)c3c2)cc1	.	0	.	.	1%	.	1%[15.4 µM]
Cc1c(C(=O)NCc2ccccn2)oc2ccccc12	36%[activator]	63	11%	-7%	?	-12%	-15%
CC1CCC(NC(=O)CN(C)S(=O)(=O)c2ccc3c(c2)c(=O)n(C)c(=O)n3C)CC1 (configuration not stated)	-6%	7	?	-2%	4%	15%	-7%
Cc1ccc(-n2c(C)nnc2SCC(=O)NC2CC2)cc1	2%	17	4%	-10%	-3%	13%	0%
Cc1cc(NC(=O)c2cccc(S(=O)(=O)N3CCCCCC3)c2)n(-c2ccccn2)n1	-6%	-20	7%	0%	-2%	-19%	0%
Cc1cc(C)c(C#N)c(N2CCN(c3ccc(F)cc3)CC2)n1	-7%	-18	-28%	0%	?	-7%	-8%
CCCCNc1ccc(C(CC(N)=O)NC(=O)Cc2ccc(Br)cc2)cc1[N+](=O)[O-] (configuration not stated)	-4%	8	1%	3%	-4%	-21%	1%
Cc1ccc(NC(=O)CN(C)C(=O)c2ccccc2Sc2ccccc2C#N)cc1	0%	1	?	.	0%	-9%	-9%
COc1ccc([C@H]2C=C(C(=O)O)O[C@@H](OCCCCO)C2)cc1	63%[activator]	-4	29%	-1%	6%	-19%	0%
CS(=O)(=O)CCN1CC2CCCC(C2)C1	36%	?	31%[activator]	.	.	.	-10%
O=C(CSc1nc2ccncc2[nH]1)Nc1ccccc1C(F)(F)F	1%	-28&-30	-30%	1%	-5%	-2%	-1%&2%
Cc1cccc(C(=O)Nc2onc(C)c2C#N)c1	-8%	-4	9%	1%	-13%	-16%	2%
C[C@H]1CN([C@@H](C)CO)C(=O)Cc2cc(NC(=O)CCC(F)(F)F)ccc2O[C@H]1CN(C)S(=O)(=O)c1ccc(F)cc1	5%	-100*	-17%	.	.	201%[activator]	-3%
Cn1c(=O)n(C)c2cc(NC(=O)C(F)(F)F)ccc21	-6%	102	1%	7%	-6%	2%	-4%
Cc1ccc(S(=O)(=O)N(CC(=O)N/N=C/c2cccc(Cl)c2)c2cccc3cccnc23)cc1	-9%	58	9%	-3%	-11%	.	-3%
CC1CCN(S(=O)(=O)c2cc(C(=O)N3CCN(c4ccccc4F)CC3)n(C)c2)CC1	.	8	.	.	4%	.	-2%
COc1ccc(Cn2c(CCC(=O)NCCC(C)C)nc3ncccc3c2=O)cc1	3%	-15	-29%	-2%	-1%	50%	-8%
CN(C)c1ccc(-c2nn3c(-c4ccc(Cl)cc4)nnc3s2)cc1	-8%	-1	8%	-2%	-12%	-5%	-1%
O=C(C1CC(=O)N(C2CCCCC2)C1)N1CCN(c2ccccc2)CC1 (configuration not stated)	-14%	3	0%	-26%	6%	24%	2%
CC1CCCC(C)N1/N=C/c1cccc([N+](=O)[O-])c1 (configuration not stated)	?	13	15%	-1%	-9%	-17%	0%
CCOC(=O)C1=C(CNCCc2ccc(Cl)cc2)NC(=O)NC1c1cccc([N+](=O)[O-])c1 (configuration not stated)	-1%	-6	?	1%	-2%	-8%	7%
CCOc1ccc(-n2c(=S)sc3c(=O)n(-c4ccc(F)cc4)c(SCC(=O)O)nc32)cc1	0%	23	6%	-3%	-2%	-14%	-7%

Overlap with the part before: 2 entries, followed by the next part.
SMILES	AMA1 RON2 block	HCMV antiviral	HCV inhibitor	LmPK inhibitor	AmpC inh detg	AmpC inh no detg	TbPYK inhibitor
CCOC(=O)C1=C(CNCCc2ccc(Cl)cc2)NC(=O)NC1c1cccc([N+](=O)[O-])c1 (configuration not stated)	-1%	-6	?	1%	-2%	-8%	7%
CCOc1ccc(-n2c(=S)sc3c(=O)n(-c4ccc(F)cc4)c(SCC(=O)O)nc32)cc1	0%	23	6%	-3%	-2%	-14%	-7%
COc1ccc(CNC(=O)CN(C(=O)c2csnn2)c2ccccc2F)cc1	5%	-24	4%	1%	0%	-6%	-5%
COc1ccc(OCC(=O)OC(C)CN2CCOCC2)cc1 (configuration not stated)	7%	16	19%	4%	6%	-12%	0%
CC(=O)N(c1ccc2oc(=O)sc2c1)S(=O)(=O)c1ccc(C(=O)O)cc1	1%	42	23%	7%	?	-36%	4%
Cc1ccc(NC(=S)N2CCC(N(C)CC3CCCO3)CC2)cc1C (configuration not stated)	-5%	-2	-20%	0%	4%	-15%	-2%
Cc1ccc(NC(=O)Cn2c(SCc3ccc(F)cc3)nc3cccnc32)cc1F	.	34	.	.	-2%	.	6%
CCOC(=O)C1(C)CCCN(C(=O)c2ccccc2C(F)(F)F)C1 (configuration not stated)	3%	?	.	.	.	.	8%
Cc1cc(NC(=O)c2cc(-c3ccncc3)nc3c(C)cccc23)no1	-9%	-1	?	-1%	-14%	-4%	-7%
CCOc1ccc(NC(=O)COc2ccc(S(=O)(=O)N3CCOCC3)cc2)cc1	6%	-17	?	.	.	11%	8%
CCCCN1C(=O)C(NC(=O)c2cccnc2)(C(F)(F)F)C2=C1CC(C)(C)CC2=O (configuration not stated)	-7%	12	15%	-3%	-9%	37%	0%
COc1ccc(C(=O)Nc2nnc([C@@H]3C[C@H](O)[C@@H](CO)O3)s2)cc1	-8%	10	.	.	.	.	7%
CN(C)c1ncc(S(=O)(=O)c2ccc(Cl)cc2)c(-c2ccccc2)n1	2%	-13	?	-1%	-2%	7%	-5%
COc1ccc(Cl)c2sc(N3CCN(C(=O)c4ccco4)CC3)nc12	-12%	-20	?	.	?	242%[activator]	2%
COc1ccc(-c2cc(NC=O)c3ncc(-c4cccc(C(=O)N(C)C)c4)n3c2)c(OC)c1	13%	40	.	.	.	.	0%
COc1cccc(NC(=S)N2CCC(Cc3ccccc3)CC2)c1	31%[activator]	-12	-11%	2%	0%	-20%	0%
Cc1ccc(-c2ccc(=O)n(CC(=O)NCc3ccc(F)cc3)n2)cc1	-20%	-24&-24	2%	5%	-8%&4%	10%	1%&-3%
OCC(O)C1OC(Oc2ccccc2)C(O)C(O)C1O (configuration not stated)	1%	76	11%	.	.	.	0%
O=C(COC(=O)CCCSc1nc2ccccc2[nH]1)Nc1ccc(Oc2ccccc2)cc1	-1%	-33	-6%	-4%	-4%	-20%	-7%
COc1cc(/C=C(/C#N)c2ccccc2F)ccc1OCc1ccccc1	14%	-36	?	-1%	3%	-26%	-9%
COC(=O)c1ccccc1NC(=O)CSc1cc(-c2ccccc2)nc(C)n1	.	17	.	.	13%	.	2%
Cc1ccc(Cl)cc1N1CCN(C(=O)c2cn(C)c(=O)c3c2c2ccccc2n3C)CC1	-7%	-22	3%	11%	?	-7%	-4%
CC1(c2ccc3ccccc3c2)NC(=O)N(CC(=O)N2CCN(Cc3ccccc3)CC2)C1=O (configuration not stated)	14%	.	3.2µM*	.	17%	297%[activator]	1%
Cc1cnc(C2OCCO2)c2cccc(N)c12	-7%	-14	.	.	.	.	5%
CN1/C(=C\C=C2C(=O)NC(=O)NC2=O)C(C)(C)c2ccccc21	-9%	35	0%	-8%	-8%	-17%	2%
O=C(Nc1cc(Cl)cc(Cl)c1)C1CCCC1	9%	1	?	-7%	-10%	-42%	12%
CCn1c(COc2cccc(OC)c2)nnc1SCC(=O)N1CCOCC1	-8%	-5	0%	2%	-14%	0%	-3%
Cc1ccc(C(=O)Oc2oc(-c3ccccc3)nc2C=Nc2ccc(N(C)C)cc2)cc1	-2%	-1	-22%	-3%	-4%	-19%	-12%
COc1cc(CN2CCC(n3nccc3NC(=O)CCCc3ccccc3)CC2)ccc1F	0%	?	?	1%	-7%	137%[activator]	-10%
Cc1[nH]n(-c2ccccc2)c(=S)c1C=NCCCN=Cc1c(C)[nH]n(-c2ccccc2)c1=S	25%	29	-7%	-14%	-4%	97%[activator]	?
CC(C)(C)c1ccc(OCC(=O)N/N=C/c2ccc(N3CCOCC3)cc2)cc1	2%	-17	0%	0%	-6%	88%[activator]	-13%

Reformatted as a markdown table: twelve of the compounds above.
| Molecule | AMA1 RON2 block | HCMV antiviral | HCV inhibitor | LmPK inhibitor | AmpC inh detg | AmpC inh no detg | TbPYK inhibitor |
| --- | --- | --- | --- | --- | --- | --- | --- |
| COc1cc(/C=C(/C#N)c2ccccc2F)ccc1OCc1ccccc1 | 14% | -36 | ? | -1% | 3% | -26% | -9% |
| COC(=O)c1ccccc1NC(=O)CSc1cc(-c2ccccc2)nc(C)n1 | . | 17 | . | . | 13% | . | 2% |
| Cc1ccc(Cl)cc1N1CCN(C(=O)c2cn(C)c(=O)c3c2c2ccccc2n3C)CC1 | -7% | -22 | 3% | 11% | ? | -7% | -4% |
| CC1(c2ccc3ccccc3c2)NC(=O)N(CC(=O)N2CCN(Cc3ccccc3)CC2)C1=O (configuration not stated) | 14% | . | 3.2µM* | . | 17% | 297%[activator] | 1% |
| Cc1cnc(C2OCCO2)c2cccc(N)c12 | -7% | -14 | . | . | . | . | 5% |
| CN1/C(=C\C=C2C(=O)NC(=O)NC2=O)C(C)(C)c2ccccc21 | -9% | 35 | 0% | -8% | -8% | -17% | 2% |
| O=C(Nc1cc(Cl)cc(Cl)c1)C1CCCC1 | 9% | 1 | ? | -7% | -10% | -42% | 12% |
| CCn1c(COc2cccc(OC)c2)nnc1SCC(=O)N1CCOCC1 | -8% | -5 | 0% | 2% | -14% | 0% | -3% |
| Cc1ccc(C(=O)Oc2oc(-c3ccccc3)nc2C=Nc2ccc(N(C)C)cc2)cc1 | -2% | -1 | -22% | -3% | -4% | -19% | -12% |
| COc1cc(CN2CCC(n3nccc3NC(=O)CCCc3ccccc3)CC2)ccc1F | 0% | ? | ? | 1% | -7% | 137%[activator] | -10% |
| Cc1[nH]n(-c2ccccc2)c(=S)c1C=NCCCN=Cc1c(C)[nH]n(-c2ccccc2)c1=S | 25% | 29 | -7% | -14% | -4% | 97%[activator] | ? |
| CC(C)(C)c1ccc(OCC(=O)N/N=C/c2ccc(N3CCOCC3)cc2)cc1 | 2% | -17 | 0% | 0% | -6% | 88%[activator] | -13% |
